STAT3 act = STAT3 signaling activation; U3A cells, IL-6 STAT3-luciferase reporter, luminescence; 100% = signal with IL-6 EC80 alone; activation (% of control), % at 5.6 µM; 0.91% of 190,000 active; AID 871;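 active = activation above the screen-wide mean of compound activation plus 3 SD, cut at about 130% in these data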;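 note: 0% = background luminescence of wells with medium and substrate only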
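Detection: reporter luminescence signal / Assay system: STAT1-lacking human U3A cells, STAT3 luciferase reporter / Incubation: compound pre-incubation 1 h before IL-6, then 6 h stimulation at 37 °C / Control set: IL-6-only high control / Read-out: % activation relative to IL-6 control / Probe or stimulus: Interleukin-6, 33 ng/mL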
APP transl inh = APP translation inhibition; SH-SY5Y APP 5'UTR-luciferase reporter, luminescence; inhibition, % at 2 µM; 0.82% of 190,000 active; AID 1285;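 active = inhibition above a set limit, derived from the sample mean plus 3 SD, cut at about 45% in these data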; note: values of inactives mirror those of a sister screen read the other way
FLuc inh counter = Photinus pyralis luciferase inhibition counter-screen. P08659. ATPLite firefly luciferase biochemical luminescence, 10 min. inhibition, % at 10 µM. 1.5% of 200,000 active. AID 1006;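 active = inhibition above about 50% when tested at 10 µM, limit read from the data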
Target sequence (P08659 whole entry, looked up): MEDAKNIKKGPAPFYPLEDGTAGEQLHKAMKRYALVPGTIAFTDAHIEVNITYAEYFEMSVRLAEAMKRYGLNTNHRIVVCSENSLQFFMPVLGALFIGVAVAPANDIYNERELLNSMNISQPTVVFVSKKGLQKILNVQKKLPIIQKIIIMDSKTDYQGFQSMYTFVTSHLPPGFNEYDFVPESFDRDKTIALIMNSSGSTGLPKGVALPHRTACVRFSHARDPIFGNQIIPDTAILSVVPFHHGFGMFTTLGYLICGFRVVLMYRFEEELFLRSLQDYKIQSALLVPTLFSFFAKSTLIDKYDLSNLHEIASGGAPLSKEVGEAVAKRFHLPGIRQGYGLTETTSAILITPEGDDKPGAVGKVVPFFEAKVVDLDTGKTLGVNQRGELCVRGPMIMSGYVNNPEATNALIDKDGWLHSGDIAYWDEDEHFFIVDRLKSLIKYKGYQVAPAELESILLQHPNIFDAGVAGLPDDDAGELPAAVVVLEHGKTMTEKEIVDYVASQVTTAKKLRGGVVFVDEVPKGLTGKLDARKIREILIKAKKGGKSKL
STAT3 blocker = reduces IL-6 driven STAT3 reporter signal; U3A cells, IL-6 STAT3-luciferase reporter, luminescence; host cell line lacks STAT1; inhibition, % at 5.5 µM; 0.89% of 190,000 active; AID 862;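 active = inhibition above the mean inhibition across all screened compounds plus 3 SD, cut at about 44% in these data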;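 note: 0% = DMSO only wells and 100% = 100 µM nifuroxazide control wells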
STAT1 act = increases IFN-gamma driven STAT1 reporter signal. 2.6% of 200,000 active. activation (% of control), % at 5.5 µM. AID 932. NIH 3T3 STAT1-luciferase reporter, luminescence; 100% = IFN-gamma alone, no compound;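 active = activation above the screen-wide mean activation plus 3 SD, cut at about 130% in these data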;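 note: raw ratio to IFN-gamma control signal so 100% means no change and 0% no light; values of inactives mirror those of a sister screen read the other way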
RAM inhibit = inhibitors of the yeast RAM network; S. cerevisiae dse1pr::URA3 reporter, 5-FOA growth OD615, 2 d; analog-sensitive cbk1-as2 kinase mutant strain; inhibition, % at 50 µM; 1.8% of 190,000 active;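 active = inhibition above a set limit, 3 SD over mean compound inhibition, cut at about 8.4% in these data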;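 note: 0% = DMSO-only wells with no growth and 100% = 10 µM 1-NA-PP1 full growth; inhibition rescues growth on 5-FOA so higher OD means more RAM inhibition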
NF-kB neuron act = raises NF-kB expression in human neuronal cells | NF-kB reporter expression; hits give high values | fold change at 12.5 µM | 1.6% of 190,000 active | AID 1239; in the data active = fold change above about 3.3
Hsp70 act = Hsp70 transcriptional activation, primary screen; AID 1203; 0.04% of 200,000 active; activation, % at 10 µM; HeLa Hsp70 promoter luciferase reporter, luminescence; scaled: vehicle 0, proteasome-inhibitor control 100%;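 active = activation above the mean across all tested compounds plus 3 SD, cutoff set per campaign, cut at about 5.5% in these data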;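 note: 100% = MG132 at 30 µM as the positive control and 0% = DMSO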
APP 5'UTR act = APP 5'UTR luciferase reporter activation | activation, % at 2 µM | 1% of 190,000 active | SH-SY5Y APP 5'UTR luciferase reporter, luminescence; zero percent = DMSO vehicle wells;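 active = activation above a set limit, based on mean plus 3 SD of controls, cut at about 140% in these data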; note: values of inactives mirror those of a sister screen read the other way
STAT1 inh = reduces IFN-gamma driven STAT1 reporter signal | NIH 3T3 STAT1-luciferase reporter, luminescence | inhibition, % at 5.5 µM | 0.35% of 200,000 active;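 active = inhibition above a set limit, the mean inhibition across all tested compounds plus 3 SD, cut at about 34% in these data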;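 note: 0% = IFN-gamma with DMSO and 100% = IFN-gamma with 300 µM nifuroxazide; values of inactives mirror those of a sister screen read the other way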
Numbers without * were called inactive; . = not tested or not shown.

SMILES	STAT3 act	APP transl inh	FLuc inh counter	STAT3 blocker	STAT1 act	RAM inhibit	NF-kB neuron act	Hsp70 act	APP 5'UTR act	STAT1 inh
CCN1CCN(C(c2ccccc2)c2nnnn2Cc2ccc(OC)cc2)CC1 (stereo not drawn)	97	-12	2	12	97	0.2	1.5	0.2	12	1
Cc1ccc(C)n1/N=C1/NC(=O)CS1	108	-4	-6	-6	105	1.8	1	-0.3	4	-5
CCOc1ccc(OCCN2C(=O)NC(Cc3c[nH]c4ccccc34)C2=O)cc1 (stereo not drawn)	95	-4	-6	8	100	-0.3	0.97	-0.2	4	-1
CCCn1nc(C(=O)OCC(=O)c2ccc3c(c2)NC(=O)CO3)c2ccccc2c1=O	98	-7	-3	6	101	3.4	1.2	-0.1	7	-1
CCC(=O)Nc1nnc(SCc2ccc(F)cc2)s1	95	-15	-8	8	101	3.0	1.5	-0.3	15	-1
CNC(=S)NNC(=O)Cc1ccccc1	105	-10	-5	4	102	0.5	0.89	-0.1	10	-3
CC(NC(=O)CNC(=O)C1O[C@@H]2OC(C)(C)O[C@@H]2[C@H]2OC(C)(C)O[C@@H]12)C(=O)O (stereo partly drawn)	103	-10	-4	2	105	-1.2	1	-0.1	10	-7
Cc1ccc(CN2CCN(/N=C/c3ccc(C(=O)O)cc3)CC2)cc1	101	-14	0	-3	99	1.4	1	-0.2	14	1
O=C(O)c1ccc(Cl)cc1NC(=O)C1CCCO1 (stereo not drawn)	108	12	-4	-5	100	0.1	0.93	-0.2	-12	-2
COC(=O)c1cc(NC(=O)c2c(Cl)nc3sccn23)cc(C(=O)OC)c1	106	5	-3	2	105	4.9	0.44	-0.3	-5	-6
CCCc1cc(=O)[nH]c(SCCOc2ccc(OCC)cc2)n1	103	10	-5	4	97	3.4	0.89	-0.2	-10	4
O=C(O)c1ccccc1-c1ccccc1C(=O)NNc1ccccc1	95	-16	-6	8	100	-1.5	1.1	-0.2	16	-1
CC(C)C(c1nnnn1Cc1cccs1)N1CCN(C2CCCC2)CC1 (stereo not drawn)	99	17	-2	5	96	1.0	1.3	-0.1	-17	4
Nc1c(-c2ccc(Cl)cc2)cnc2ncnn12	105	-12	0	0	96	1.2	1	0.8	12	5
Cc1ccc(S(=O)(=O)Oc2ccc(/C=C3/N=C(c4ccccc4)OC3=O)cc2)cc1	98	-10	1	0	94	5.1	1.2	-0.6	10	7
CC(C)OP(=O)(OC(C)C)C(O)c1ccc2c(c1)OCO2 (stereo not drawn)	98	-11	-7	5	95	0.7	1.6	-0.3	11	6
Cc1ccc(S(=O)(=O)Nc2cc(-c3nn(C)c(=O)c4ccccc34)ccc2N2CCOCC2)cc1	105	28	-5	-6	103	2.7	1.4	0.2	-28	-3
CC1CCCCN1C(=O)CSc1nnc(CSc2ncccn2)n1C (stereo not drawn)	108	14	-3	-9	102	0.0	1	-0.2	-14	-2
Cc1ccc(NS(=O)(=O)c2ccc(C(=O)N3CCN(c4ncccn4)CC3)cc2)cc1	71	-19	-2	38	78	0.6	0.93	-0.5	19	24
O=C(O)C1CC1C(=O)N1CCN(c2ccc(Cl)c(Cl)c2)CC1 (stereo not drawn)	103	-18	0	1	103	0.0	1.2	-0.1	18	-4
Cn1cccc1/C=C1\SC(=S)N(NC(=O)c2ccccc2Cl)C1=O	106	10	-3	-9	99	7.7	1.1	-0.2	-10	1
CCOC(=O)CC(=O)CSc1nc2nc(C)cc(C)n2n1	99	-9	-2	7	111	0.6	1.4	0.7	9	-12
O=C1NC2(CCCCC2)N=C1c1ccc(Br)cc1	107	-1	-8	-7	110	2.9	1.6	0.0	1	-11
CCOc1ccc(NC(=S)N(CCc2c(C)[nH]c3ccc(C)cc23)Cc2ccco2)cc1	108	16	-10	-9	106	3.3	0.99	-0.2	-15	-7
O=C(CCc1ccccc1)NNC(=O)Cc1ccc(Cl)cc1	90	14	1	14	101	1.9	1.1	-0.2	-14	-2
O=C(COC(=O)c1ccc2c(c1[N+](=O)[O-])C(=O)c1ccccc1C2=O)NC1CC1	96	0	-2	12	94	0.4	1.1	0.0	0	5
Cn1c(=O)c2c(ncn2CC(=O)NC(C)(C)C)n(C)c1=O	99	2	-2	6	102	0.4	0.95	-0.4	-2	-2
S=c1[nH]ccn1-c1cccc(Cl)c1	94	-9	0	8	102	0.3	1.2	0.4	9	-2
Cc1ccc(OC(=O)COc2ccccc2)c(-n2nc3ccccc3n2)c1	107	-60	0	-5	114	3.1	4.8*	0.2	60	-15
CCOC(=O)C(C)n1cnc2c1c(=O)[nH]c(=O)n2C (stereo not drawn)	97	-6	-4	5	92	-1.2	1.3	0.1	6	4
Cc1ccc(C(=O)N/C(=C\c2cccs2)C(=O)NCCc2c[nH]c3ccccc23)cc1	102	-8	-5	1	99	6.0	0.72	-0.4	8	1
CCOC(=O)CNC(=O)CN1C(=O)CCS(=O)(=O)c2ccccc21	101	-8	-1	4	104	1.6	1.1	0.0	8	-5
CCc1ccc(/C=C/C(=O)c2ccc(N3CCOCC3)cc2)cc1	98	-2	37	4	112	4.3	1.4	-0.1	2	-14
Cc1ccc(C(=O)/C=C/c2ccccc2[N+](=O)[O-])cc1	138*	-35	14	-36	120	0.1	0.92	0.2	35	-24
COc1ccc(C(=O)NNC(=O)CN2CCC(n3nnc4cc(C(F)(F)F)ccc43)CC2)cc1	97	.	1	9	97	2.7	1.3	-0.2	.	3
COC(Cn1c(-c2cccc(S(=O)(=O)N(C)C)c2)n[nH]c1=S)OC	112	5	-4	-14	104	0.1	1.1	-0.3	-5	-7

Quoted at random: three records from the list.
SMILES	STAT3 act	APP transl inh	FLuc inh counter	STAT3 blocker	STAT1 act	RAM inhibit	NF-kB neuron act	Hsp70 act	APP 5'UTR act	STAT1 inh
CCOC(=O)CNC(=O)CN1C(=O)CCS(=O)(=O)c2ccccc21	101	-8	-1	4	104	1.6	1.1	0.0	8	-5
COc1ccc(C(=O)NNC(=O)CN2CCC(n3nnc4cc(C(F)(F)F)ccc43)CC2)cc1	97	.	1	9	97	2.7	1.3	-0.2	.	3
Cc1ccc(C(=O)/C=C/c2ccccc2[N+](=O)[O-])cc1	138*	-35	14	-36	120	0.1	0.92	0.2	35	-24

(next part)
SMILES	STAT3 act	APP transl inh	FLuc inh counter	STAT3 blocker	STAT1 act	RAM inhibit	NF-kB neuron act	Hsp70 act	APP 5'UTR act	STAT1 inh
CCn1c(SCc2ccccc2)nnc1C1CCCCC1	96	-28	-5	-1	103	1.1	1.2	-0.2	28	-3
CCN1CCN(CCNC(=O)Nc2ccc([N+](=O)[O-])cc2)CC1	97	8	-6	4	94	0.9	1.1	0.0	-8	7
COCC(=O)NNC(=O)Cc1ccc(Cl)cc1	108	8	-8	-7	103	0.9	0.98	-0.3	-8	-6
CC(C)CC[n+]1ccn(C2=C([O-])c3ccccc3C(=O)/C2=N\S(=O)(=O)c2ccccc2)c1	100	-4	7	5	100	1.4	1.4	0.3	4	0
Nc1c(Sc2ccccc2)c(=O)[nH]c(=O)n1Cc1ccccc1	100	2	.	4	111	.	.	-0.3	-3	-12
COc1ccc(-n2cc(CNCc3cnc4ccccn34)c(-c3cccc(F)c3)n2)cc1	100	-5	6	4	105	2.2	0.77	0.1	5	-8
CC(C)NC(=O)c1cnc(Sc2ncc(C(F)(F)F)cc2Cl)n1C	94	-3	-2	11	103	0.4	0.9	0.0	3	-3
CCc1nnc(SCC(=O)Nc2ccc3c(c2)OCO3)o1	101	24	-7	-1	97	-0.3	1.1	0.0	-24	0
N#CC1=C(N)C(C#N)(C#N)C2(CCC3(CC2)OCCO3)C2CC3(CC=C12)OCCO3 (stereo not drawn)	103	-2	-7	-2	92	2.7	0.91	-0.2	2	9
CN1C2CCC1/C(=C\c1ccccc1)C(=O)/C2=C\c1ccccc1	95	9	-6	16	80	0.0	1.7	1.2	-9	23
O=C(CSc1nc2c(c(=O)[nH]1)CN(Cc1ccc(F)cc1)CC2)Nc1ccc(F)cc1	104	-16	4	-7	105	1.4	1	-0.4	16	-2
CCN(C(=O)COC(=O)CNC(=O)c1ccc(C)s1)c1ccccc1	100	0	-4	2	101	0.8	1.3	-0.3	0	-3
CCOC(=O)Cc1csc(NC(=O)COc2ccccc2)n1	105	4	-5	-2	97	0.7	1.1	-0.3	-3	3
CCOC(=O)NN1C(=O)c2ccccc2NC12CCCC2	96	3	-4	15	100	-0.5	1.5	0.1	-3	-2
CCc1nnc(NC(=O)CSc2nnc(COc3cccc(C)c3)o2)s1	106	0	-1	-2	100	1.8	1.1	0.3	0	0
COc1ccccc1-c1nnc(SCC(=O)Nc2cc(C)on2)o1	91	-3	-4	15	94	0.0	1.2	0.0	3	7
CCCn1c(=O)c(C(=O)Nc2ccccc2C(=O)OCC)c(O)c2ccccc21	103	-7	-4	0	104	16*	0.95	0.0	7	-3
O=C(CCCOc1ccccc1)NCc1ccco1	104	-4	-1	6	103	1.1	1.1	0.0	4	-3
O=C(Nc1ccc(Cl)cc1)Nc1nnc(CSc2ccc(Cl)cc2)s1	98	-20	0	-3	100	3.7	1.4	-0.4	20	0
Cc1oc(CC(C)C)c(CN)c1C(=O)O	102	19	-5	-6	99	-1.4	1.2	0.6	-19	1
COc1ccc(C)cc1NC(=O)COC(=O)C1CCN(C(=O)c2ccc(Cl)cc2)CC1	98	4	-3	6	89	0.4	1.4	-0.2	-4	10
Cc1ccc(S(=O)(=O)C2(C(=O)NC3CCCC3)CC2)cc1	96	-23	8	8	104	-0.1	1.1	0.1	23	-5
COc1ccc(Br)cc1S(=O)(=O)N1CCN=C1C	102	-3	-6	1	100	0.0	1.7	-0.3	3	0
CC(=O)N1CCCC(C(=O)c2ccc(Oc3ccccc3)cc2)C1 (stereo not drawn)	79	13	4	27	103	3.0	1.9	0.1	-13	-6
Cc1ccc(C(=O)COC(=O)c2cccs2)cc1	64	-198	92*	47*	77	-0.4	7.5*	-0.3	198*	25
COc1ccc(C(=O)C2CCCN(Cc3c(C)[nH]c4ccccc34)C2)c(OC)c1 (stereo not drawn)	116	-8	-3	-13	96	-0.9	0.74	-0.3	8	3
CN(C)C(=O)NC1C=CS(=O)(=O)C1 (stereo not drawn)	98	-7	0	4	100	0.7	1.2	-0.3	7	-1
O=C(Cn1c(=S)nc2ccccn21)N1CCc2ccccc2C1	111	-27	-3	-10	122	0.7	1.7	-0.1	27	-29
COC(=O)[C@@H](NC(=O)NCc1ccc(F)cc1)C(C)C	103	3	-5	0	103	-0.1	0.92	-0.2	-3	-4
CCOC(=O)C1CCN(C(=O)c2cc3cc(Br)ccc3oc2=O)CC1	103	-10	-7	1	105	-0.1	1.3	0.0	10	-9
Cc1ccccc1CSc1ccc(-c2ccc3c(c2)OCO3)nn1	97	-41	30	7	116	7.5	2.7	-0.4	41	-17
COc1ccc(OCC(=O)N2CCN(C(=O)Cc3ccccc3)CC2)cc1	110	14	-5	-7	107	0.9	0.78	0.0	-14	-7
O=C(/C=C/c1c(Cl)cccc1Cl)Nc1ccncc1	86	-52	23	16	104	0.0	1.6	-0.2	52	-4
CC1(C)CC(=O)C2=C(C1)N(c1ccccc1)C(=O)C2(O)C(F)(F)F (stereo not drawn)	97	-17	-7	4	95	1.7	1.1	-0.3	17	5
O=S(=O)(NCc1cccc(C(F)(F)F)c1)NCc1ccccc1F	98	8	-4	6	105	-0.1	0.93	-0.2	-8	-7
